TDP-43 yeast inh = TDP-43 toxicity inhibition in yeast; Potency, µM (series often up to 46.1 µM), without a hit: at the highest dose growth rescue (activation), most hits filed as activators; hit rate 1.8% among 410,000; TDP-43 expressing yeast growth rescue, BacTiter-Glo, 24 h; also: % of control where 0% means no effect; nearly all actives have a fitted effect of over 50% in size
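Yeast cells expressing TDP-43 under galactose induction are exposed to compounds for 24 hr at 30 deg C. BacTiter-Glo luminescence measures growth, so protective compounds score as activators.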
KB-3-1 tox = KB-3-1 parental cell cytotoxicity; KB-3-1 viability, CellTiter-Glo ATP luminescence, 72 h; Potency, µM (highest dose often 46.1 µM), for inactives: at the top dose activity change, negative = cytotoxic, most hits filed as cytotoxic; hit rate 1.4% among 400,000; AID 1347075; also: % is scaled to controls: 0 for no effect and ±100 for the full control effect; nearly all actives have a fitted effect of over 60% in size
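Cells are dispensed, compounds pinned in, plates held at 37 °C for 72 h, then CellTiter-Glo is added and luminescence read after 10 minutes. Cell line: parental KB-3-1 in phenol-red-free DMEM, 10% FBS.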
HT1080 IDH1KD tx = toxicity to HT-1080 IDH1 knockdown cells (counter line); AID 686971; Potency, µM (series often up to 46.1 µM), inactives show at the highest dose activity, negative = toxicity, most hits filed as cytotoxic; hit rate 2% among 360,000; HT-1080 IDH1 knockdown viability, ATP luminescence, 48 h;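 also: 0% = DMSO wells and -100% = cell-free medium wells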
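Luminescent ATP read-out (CellTiter-Glo, 10 min at room temperature) after 48 h compound exposure at 37 °C gave viability of IDH1-knockdown HT-1080 cells. Activity was normalised to DMSO and cell-free wells, then fitted as concentration-response curves.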
GLP1R ag = GLP-1 receptor (human) agonism | AID 624172 | P43220 | Potency, µM (titrated, usually from 45.6 µM), inactives show at the top dose activation, most hits filed as activators | hit rate 0.007% among 380,000 | HEK293 GLP-1R CRE-luciferase, luminescence, 4-6 h; cells express a hypersensitive GLP-1R form; also: % of control where 0% means no effect
Target sequence (P43220 whole entry, looked up): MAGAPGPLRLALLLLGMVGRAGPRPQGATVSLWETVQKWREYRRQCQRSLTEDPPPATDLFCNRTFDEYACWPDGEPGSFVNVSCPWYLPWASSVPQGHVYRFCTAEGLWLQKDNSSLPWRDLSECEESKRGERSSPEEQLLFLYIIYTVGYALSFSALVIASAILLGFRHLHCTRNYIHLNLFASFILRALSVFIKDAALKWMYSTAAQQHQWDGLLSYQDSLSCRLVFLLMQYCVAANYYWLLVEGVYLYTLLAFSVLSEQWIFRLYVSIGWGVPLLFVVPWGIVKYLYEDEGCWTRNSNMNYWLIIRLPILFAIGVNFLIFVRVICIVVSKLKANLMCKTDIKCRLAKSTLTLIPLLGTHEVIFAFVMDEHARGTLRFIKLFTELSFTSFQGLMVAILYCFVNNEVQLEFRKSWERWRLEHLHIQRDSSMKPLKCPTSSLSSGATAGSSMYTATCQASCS
KB-V1 MDR tox = kills drug-selected multidrug resistant KB-V1 cells | AID 1347076 | KB-V1 MDR cells viability, CellTiter-Glo, 72 h | Potency, µM (doses to about 46.1 µM), inactives show at the top dose activity change, negative = cytotoxicity, actives largely listed as cytotoxic | hit rate 3.4% among 400,000; also: % is scaled to controls: 0 for no effect and ±100 for the full control effect; nearly all actives have a fitted effect of over 60% in size
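Compound-treated KB-V1 multidrug-resistant cells, 72 h, 37 degrees C; viability by CellTiter-Glo. Fitted qHTS curves give the values.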
SW480 rereplic = induces DNA re-replication in SW480 colon adenocarcinoma cells. SW480 DNA re-replication, Hoechst DNA content imaging, 48 h. Potency, µM (series often up to 46.1 µM), for the others: at the top dose re-replication activation, actives largely listed as activators. hit rate 1.8% among 340,000. AID 624297; also: % of control where 0% means no effect; nearly all actives have a fitted effect of over 55% in size
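First, 250 cells per well were seeded. Next, compound or vehicle (23 nL) was pinned in, plates sat 48 hr at 37 C. Finally Hoechst was added for 40 min before fluorescence scanning.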
HEK293 tox = cytotoxicity counter-screen for GLP-1 receptor inverse agonists; AID 624418; hit rate 0.13% among 410,000; HEK293 cAMP-luciferase reporter cells, luminescence, 24 h; Potency, µM (highest dose often 38.3 µM), for inactives: at the highest dose activity change, negative = inhibition, hits mostly inhibitors;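 also: loss of luciferase light is scored as toxicity; % is scaled to controls: 0 for no effect and ±100 for the full control effect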
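Here, cytotoxicity is scored as loss of luminescence. The MLSMR collection was tested on cells seeded in medium containing 10% Nu serum, with a 24 hr compound exposure preceded by 12 hours of culture.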
HT1080-NT tox = kills 2HG-producing HT-1080-NT fibrosarcoma cells; HT-1080-NT fibrosarcoma viability, CellTiter-Glo ATP luminescence, 48 h; Potency, µM (top dose mostly 46.1 µM), without a hit: at the top dose activity, negative = less viability, usual class: cytotoxic; hit rate 1.6% among 360,000;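 also: NT is the 2HG producing partner of a matched IDH1 knockdown line; 0% = DMSO-treated cells and -100% = media-only wells without cells; nearly all actives have a fitted effect of over 55% in size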
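Viability by CellTiter-Glo luminescence after 48 h compound exposure at 37C of HT-1080-NT cells (750/well, RPMI, 5% FBS). % activity scaled between DMSO wells and medium-only wells, then curve-fitted and categorized by curve class.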
GLP1R inv ag = GLP-1 receptor (human) inverse agonism; HEK293 GLP-1R CRE-luciferase, luminescence, 24 h; GLP-1R form is constitutively active; Potency, µM (top dose mostly 38.3 µM), for the others: at the highest dose activity change, negative = inhibition, hits mostly inhibitors; hit rate 1.6% among 410,000; AID 624417; also: % is scaled to controls: 0 for no effect and ±100 for the full control effect; nearly all actives have a fitted effect of over 55% in size
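Inverse agonists were sought by their lowering of basal cAMP reporter luciferase output in HEK293 cells stably carrying constitutively active human GLP-1R, after 24 h compound treatment.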
* hit, by the source's call; ? = inconclusive; . = no result given; [ ] = another dose, or the depositor's remark. Calls follow the shape of the dose curve; as a rule, active = well fitted curve in the direction sought with a large enough effect; inconclusive = small, poorly fitted or top-dose-only effect, or another doubt; inactive = no such curve, though single readings can be large; an effect the other way counts as inactive or inconclusive. Potency is read from the fitted curve at half-maximal effect.

Short keys – A = TDP-43 yeast inh; B = KB-3-1 tox; C = HT1080 IDH1KD tx; D = GLP1R ag; E = KB-V1 MDR tox; F = SW480 rereplic; G = HEK293 tox; H = HT1080-NT tox; I = GLP1R inv ag
1) Cc1ccc(N2CCN(C(=O)CCc3nc4ccccc4[nH]3)CC2)c(C)c1
  A = 5%	B = 0%	C = -16%	D = -5%	E = -10%	F = 1%	G = -4%	H = -15%	I = ?
2) O=C(O)CCCNC(=O)/C(=C\c1ccc(Cl)cc1)NC(=O)c1ccc(Br)cc1
  A = 3%	B = 6%	C = 9%	D = -1%	E = ?	F = -3%	G = -13%	H = 9%	I = 2%
3) CC1Cc2cc(-c3csc(NC(=O)CCl)n3)ccc2N1C(=O)C1CC1 (stereo not drawn)
  A = -7%	B = 3%	C = 12%	D = 5%	E = 20%	F = -1%	G = 0%	H = 14%	I = -6%
4) COCCN(CCOC)C(=O)C12CCC(C)(C(=O)C1)C2(C)C (stereo not drawn)
  A = 24%	B = 9%	C = 5%	D = -10%	E = -1%	F = -13%	G = 4%	H = 14%	I = -6%
5) Cc1ccc(-n2ncc3c(=O)n(CC(=O)N4CCN(C(=O)c5ccco5)CC4)cnc32)cc1
  A = 0%	B = -9%	C = -5%	D = -28%	E = 12µM*	F = -2%	G = -14%	H = 3%	I = -23%
6) COc1ccc(-c2ncc3ccccn23)cc1OC
  A = -3%	B = 11%	C = 4%	D = ?	E = -18%	F = 0%	G = -5%	H = 6%	I = 55%[activator]
7) NC(N)=NC1=NC(=O)/C(=C/c2ccccc2-n2cccn2)S1
  A = 0%	B = -10%	C = -7%	D = 7%	E = -5%	F = 6%	G = -14%	H = -1%	I = 52%[activator]
8) CC(C)Cc1ccc(-c2cc3nc(NCCCn4ccnc4)ccn3n2)cc1
  A = ?	B = 0%	C = ?	D = 9%	E = 5%	F = .	G = -26%	H = 16µM*	I = ?
9) Cc1cc(/C=N\NC(=O)CC(=O)NC2CCCCC2)c(C)n1-c1ccc(Cl)c(Cl)c1
  A = -5%	B = ?	C = ?	D = -2%	E = ?	F = 27%	G = -26%	H = ?	I = ?
10) CCOc1ccc(N(CC(=O)NC(C)CC)S(C)(=O)=O)cc1 (stereo not drawn)
  A = 4%	B = -5%	C = 1%	D = -11%	E = ?	F = -4%	G = -8%	H = -11%	I = 6%

One compound at a time, from the list above. Order of screens: TDP-43 yeast inh	KB-3-1 tox	HT1080 IDH1KD tx	GLP1R ag	KB-V1 MDR tox	SW480 rereplic	HEK293 tox	HT1080-NT tox	GLP1R inv ag
Entry for COCCN(CCOC)C(=O)C12CCC(C)(C(=O)C1)C2(C)C (stereo not drawn) = 24%	9%	5%	-10%	-1%	-13%	4%	14%	-6%
Entry for COc1ccc(-c2ncc3ccccn23)cc1OC = -3%	11%	4%	?	-18%	0%	-5%	6%	55%[activator]
Entry for O=C(O)CCCNC(=O)/C(=C\c1ccc(Cl)cc1)NC(=O)c1ccc(Br)cc1 = 3%	6%	9%	-1%	?	-3%	-13%	9%	2%
Entry for Cc1cc(/C=N\NC(=O)CC(=O)NC2CCCCC2)c(C)n1-c1ccc(Cl)c(Cl)c1 = -5%	?	?	-2%	?	27%	-26%	?	?
Entry for Cc1ccc(N2CCN(C(=O)CCc3nc4ccccc4[nH]3)CC2)c(C)c1 = 5%	0%	-16%	-5%	-10%	1%	-4%	-15%	?

Following part:
Short keys – A = TDP-43 yeast inh; B = KB-3-1 tox; C = HT1080 IDH1KD tx; D = GLP1R ag; E = KB-V1 MDR tox; F = SW480 rereplic; G = HEK293 tox; H = HT1080-NT tox; I = GLP1R inv ag
11) CC1(c2ccccc2)CC(C)(C)N(C(N)=O)c2ccccc21 (stereo not drawn)
  A = 19%	B = 1%	C = -1%	D = -3%	E = 13%	F = 2%	G = -4%	H = 3%	I = ?
12) CC(C)N(C)CCOC(=O)c1ccccc1Cl
  A = 20%	B = 6%	C = -6%	D = 2%	E = -1%	F = 0%	G = -10%	H = 3%	I = 7%
13) O=S(=O)(O)c1nc2ccccc2n1CCOc1ccccc1
  A = -7%	B = 3%	C = 3%	D = 1%	E = 12%	F = 6%	G = -2%	H = 14%	I = 4%
14) COC(=O)c1ccccc1NC(=O)Cn1c(=O)n(Cc2ccccc2)c(=O)c2c(C)c(C)sc21
  A = -18%	B = -3%	C = 10%	D = 2%	E = -7%	F = 3%	G = 11%	H = 11%	I = 29%
15) CCCS(=O)(=O)Nc1ccc(-c2cn3c(n2)SCC3)cc1
  A = 23%	B = 0%	C = 7%	D = -2%	E = ?	F = -25%	G = 3%	H = 1%	I = 9%
16) COc1cccc(N(C(=O)CNC(=O)c2ccco2)C(C(=O)NC2CCCC2)c2ccco2)c1 (stereo not drawn)
  A = -2%	B = 4%	C = 5%	D = 2%	E = ?	F = 0%	G = 2%	H = 7%	I = 8%
17) COCCOC(=O)C1=C(N)Oc2c(oc(CO)cc2=O)C1c1c(F)cccc1Cl (stereo not drawn)
  A = 3%	B = 3%	C = -4%	D = -3%	E = 22%	F = 0%	G = -7%	H = 5%	I = 1%
18) Cc1ccc(C)c(NC(=O)COC(=O)CNC(=O)c2ccccc2Cl)c1
  A = -10%	B = -3%	C = 27%	D = 1%	E = -13%	F = -5%	G = 20%	H = 14%	I = 15%
19) COc1ccc(S(=O)(=O)NCCc2cn3cccc(C)c3n2)cc1OC
  A = 18%	B = 7%	C = -6%	D = 1%	E = -6%	F = -8%	G = 2%	H = -13%	I = 2%
20) N#C/C(=C\c1ccc(C(=O)O)cc1)c1nc2sc3c(c2c(=O)[nH]1)CCCC3
  A = -17%	B = -8%	C = -21%	D = -3%	E = 4%	F = 1%	G = 21%	H = ?	I = 18%

(more compounds)
Fields – TDP-43 yeast inh	KB-3-1 tox	HT1080 IDH1KD tx	GLP1R ag	KB-V1 MDR tox	SW480 rereplic	HEK293 tox	HT1080-NT tox	GLP1R inv ag
21. O=C(CSc1nc2ccccc2[nH]1)NCc1ccco1
→ -4%	-10%	16%[9.24 µM]	1%	10%	6%	24%	-18%	3%
22. Cc1ccc(/C=N/NC(=O)c2nnn(-c3nonc3N)c2CSc2ccc(Cl)cc2)o1
→ 9%	2%	10%	-3%	3%	-17%	5%	15%	5%
23. Cc1ccc(C(NC(=O)c2ccccc2)C(Cl)Cl)cc1 (stereo not drawn)
→ -2%	4%	-15%	8%	?	8%	-1%[1.53 µM]	-3%	?
24. COc1ccccc1CNc1nc2ccccc2n1CCN1CCCCC1
→ -7%	0%	-13%	5%	?	6%	?	-12%	0%
25. CCOC(=O)c1c(C)[nH]c(C(=O)OC(C)C(=O)NCc2ccccc2)c1C (stereo not drawn)
→ -15%	-13%	-1%	27%	?	9%	-1%	-7%	7%

Screening results deposited in PubChem by National Center for Advancing Translational Sciences (NCATS).
